Screening results (PubChem)
FAK blocker: FAK (human) kinase inhibition. biochemical FAK kinase activity assay. inhibition, %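 (tested at 7 µM)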. 0.84% of 97,000 active. AID 727; in the data active = inhibition above about 19%;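 note: 0% = DMSO and 100% = reference compound high control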
VCAM1 TNFa inh: reduces TNF alpha induced VCAM1 expression in HUVEC | HUVEC TNFa-induced VCAM-1 immunofluorescence, high-content imaging | inhibition, % at 2 µM | 0.48% of 95,000 active;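 active = inhibition above the batch mean plus 3 SD, with images confirmed as a hit by eye, cut at about 37% in these data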;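 note: 0% = TNF-stimulated DMSO wells and 100% = unstimulated control wells; not every result past the cut was called active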
LYP inh 2: inhibitors of human LYP (PTPN22) phosphatase. recombinant LYP catalytic domain, DiFMUP fluorescence. inhibition, % at 2 µM. Q9Y2R2. 0.21% of 96,000 active;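 active = inhibition at 2 µM at or above a set limit, the screen mean plus 3 SD, cut at about 24% in these data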;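 note: 0% = DMSO with enzyme and 100% = enzyme fully blocked by orthovanadate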
Target sequence (Q9Y2R2 whole entry, looked up, the tested form may be a part): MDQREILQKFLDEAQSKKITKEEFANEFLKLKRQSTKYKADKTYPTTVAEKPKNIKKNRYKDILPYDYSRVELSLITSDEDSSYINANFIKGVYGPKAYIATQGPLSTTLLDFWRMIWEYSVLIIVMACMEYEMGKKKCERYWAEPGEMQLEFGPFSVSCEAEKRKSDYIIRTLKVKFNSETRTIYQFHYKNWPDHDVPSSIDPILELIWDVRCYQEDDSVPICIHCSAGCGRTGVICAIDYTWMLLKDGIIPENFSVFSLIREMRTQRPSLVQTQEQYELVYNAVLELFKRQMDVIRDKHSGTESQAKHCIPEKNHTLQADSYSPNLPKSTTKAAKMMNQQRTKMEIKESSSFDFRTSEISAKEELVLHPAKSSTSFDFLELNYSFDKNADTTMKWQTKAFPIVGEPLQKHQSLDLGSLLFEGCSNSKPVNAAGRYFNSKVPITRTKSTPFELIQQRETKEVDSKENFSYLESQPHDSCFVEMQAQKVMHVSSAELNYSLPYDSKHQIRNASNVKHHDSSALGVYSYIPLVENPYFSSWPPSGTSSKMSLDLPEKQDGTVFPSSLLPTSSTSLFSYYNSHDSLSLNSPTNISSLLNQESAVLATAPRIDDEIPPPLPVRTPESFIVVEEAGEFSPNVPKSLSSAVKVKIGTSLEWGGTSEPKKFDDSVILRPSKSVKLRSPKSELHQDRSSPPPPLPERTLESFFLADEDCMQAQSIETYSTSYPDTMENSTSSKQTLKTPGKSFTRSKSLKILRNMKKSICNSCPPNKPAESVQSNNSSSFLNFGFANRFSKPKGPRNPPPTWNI
HUVEC tox IL1B: HUVEC cytotoxicity counter-screen, IL-1B stimulated; cell count reduction, % at 2 µM; 0.41% of 94,000 active; HUVEC cell count loss, Hoechst imaging; AID 845;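 active = cell count reduction more than 3 SD above the screen-wide mean, cut at about 70% in these data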;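 note: normalized per plate to untreated control cells as the no-loss baseline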
cytoskel mod: alters cytoskeleton assembly in HUVEC cells; 0.18% of 91,000 active; HUVEC TNFa F-actin phalloidin imaging, high content; AID 836; inhibition, % at 2 µM;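 active = inhibition above the batch mean plus 3 SD and confirmed as a hit by visual image inspection, cut at about 30% in these data, passing the limit was not always enough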; note: strong numbers were not always called active
PTK2B oligo ant: blocks oligomerization of human Pyk2 in cells. Q293 cells, Pyk2 FERM NanoBiT luminescence; stronger effect = lower value. z-score (the deposit names both 25 µM and 10 µM). 0.83% of 99,000 active;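 active = Z-score of -3 or lower, scaled per plate to the spread of control and sample wells; inactive = z-score above -3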;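 note: negative z-score means lost luminescence so less FERM oligomerization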
ERa SRC1 inh: ER-alpha (human) coactivator binding inhibition | TR-FRET ER-alpha LBD / SRC-1 peptide, estradiol-bound | inhibition, % at 25.6 µM | 1.7% of 86,000 active | AID 629; in the data active = inhibition above about 50%;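 note: 0% = receptor plus peptide control and 100% = peptide only without receptor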
TNFa cytotox: HUVEC cytotoxicity counter-screen, TNF alpha stimulated; HUVEC TNFalpha-stimulated, Hoechst cell count, imaging; cell count reduction, % at 2 µM; 0.17% of 93,000 active;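 active = cell count reduction exceeding the screen mean by over 5 SD, scaled to untreated wells per plate, cut at about 78% in these data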;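 note: cells counted after 24 h of TNF alpha exposure following the 1 h pretreatment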
LYP act: activators of human LYP (PTPN22) phosphatase. activation, % at 2 µM. AID 697. 0.11% of 96,000 active. Q9Y2R2. recombinant LYP, DiFMUP fluorescence; 0 = plate median, 100 = signal doubled;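 active = activation at 2 µM above a set limit, the mean plus 5 SD, cut at about 37% in these data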
Active calls of the source: *; . = no result given; [ ] = remark or other dose.

SMILES | FAK blocker | VCAM1 TNFa inh | LYP inh 2 | HUVEC tox IL1B | cytoskel mod | PTK2B oligo ant | ERa SRC1 inh | TNFa cytotox | LYP act
COC(=O)NNC(=O)COc1ccc(Br)c(C)c1 | 2 | -24 | -34 | 13 | 20 | 0.92 | . | -33 | 28
CC(C)C1=CC(=NS(=O)(=O)c2cccc([N+](=O)[O-])c2)C=C(C(C)C)C1=O | 3 | 2 | -8 | 0 | 22 | 0.62 | . | -4 | 11
COc1ccccc1NC(=O)c1oc2ccccc2c1NC(=O)c1cc(OC)c(OC)c(OC)c1 | -2 | 21 | 13 | 38 | -16 | 0.29 | 10 | 12 | -13
CCCCc1cc(=O)oc2cc(C)cc(OCc3nn[nH]n3)c12 | -2 | 18 | 4 | 26 | 5 | 0.16 | -3[fluorescence artefact?] | 6 | -1
O=C(O)C1CCCCC1C(=O)Nc1cccc2ccccc12 (configuration not stated) | -1 | 19 | -14 | -228 | -2 | 0.67 | -12 | -13 | 14
O=C(Nc1cccc(C(=O)N2CCOCC2)c1)c1ncn[nH]1 | 0 | . | -3 | -22 | . | 0.7 | 3 | . | 7
N#CCCCSc1nnc(-c2ccccn2)o1 | -2 | 20 | 0 | -20 | 6 | 0.12 | -14 | -13 | 0
N#Cc1nc(-c2ccccc2Cl)oc1NCC1CCCO1 (configuration not stated) | 10 | 11 | 3 | 31 | 11 | . | -4 | 21 | -5
COc1ccc(C(=O)Nc2cc(C(=O)c3ccccc3)c(C)oc2=O)cc1 | -2 | 3 | -13 | -22 | -28 | 1 | . | -5 | 13
Cc1cc(C)cc(NC(=O)c2ccccc2CC[N+](=O)[O-])c1 | 12 | -14 | 19 | 2 | -20 | 0.38 | . | 15 | -15
O=C(COc1ccc2oc3c(c2c1)CCCC3)Nc1ccccn1 | -2 | 25 | -13 | -59 | 4 | 0.37 | 10 | -30 | 9
COc1ccc(NC(=O)C(NS(=O)(=O)c2ccc3c(c2)CCCN3C(C)=O)C(C)C)c(OC)c1 (configuration not stated) | -2 | 24 | -4 | -18 | 14 | 0.74 | 5 | -36 | 1
CCC(=O)c1cc2c(cc1NC(=O)c1ccc(C)cc1)OCCO2 | 3 | 16 | 1 | -7 | -9 | -0.18 | 17 | -16 | -2
CCOC(=O)CC(C#N)c1cn(C)c2ccccc12 (configuration not stated) | -2 | 14 | 2 | -6 | 2 | -0.9 | -10 | -2 | 1
O=C(Nc1ccc2c(c1)CCC2)C1COc2ccccc2O1 (configuration not stated) | 2 | -2 | 3 | -20 | -2 | -0.51 | 31[fluorescence artefact?] | -11 | -5
CN(Cc1ccccc1)c1nc2c(c(=O)[nH]c(=O)n2C)n1C | -2 | -17 | 4 | -6 | -12 | 0.69 | -10 | -7 | -1
O=C(NC(=O)N1CCN(c2cccc(Cl)c2)CC1)c1ccccc1 | 1 | -1 | -1 | -7 | -7 | 0.45 | -9 | 9 | 0
Cc1ccc2nc(NC(=O)c3cccc(-c4cc5ccccc5oc4=O)c3)sc2c1 | -2 | 10 | 26* | 20 | -43 | . | . | 6 | -22
CSc1ccc(CN(C)CC(=O)NC(=O)NC(C)(C)C)cc1 | -2 | -6 | -3 | -3 | -12 | 0.61 | -7 | 13 | 4
COc1ccc(CNC(=O)COC(=O)c2cc(-c3cccs3)nc3ccccc23)cc1OC | 2 | -6 | -6 | 6 | -4 | -0.04 | 37 | -2 | 6
Cc1cc(N2CCCC2=O)cc(C)c1S(N)(=O)=O | -1 | 2 | -11 | -21 | 4 | -0.44 | 0 | 10 | 10
N#Cc1cc2c(nc1SCC(=O)O)CCCC2 | -2 | 9 | 5 | 5 | 10 | 0.19 | -1 | 4 | -4
Cc1noc(C)c1C(=O)Nc1sc(C)c(-c2ccccc2)c1C#N | 1 | 3 | -26 | -28 | 13 | -0.3 | -6[fluorescence artefact?] | -1 | 19
O=C(CCNc1ccc(F)cc1)c1cccc([N+](=O)[O-])c1 | 5 | -1 | 2 | 30 | -52 | -0.13 | . | -8 | 4
CCn1c(=O)c2c(nc3n2CC(C)CN3CCc2ccccc2)n(C)c1=O (configuration not stated) | 1 | -4 | 0 | 14 | 19 | 1.8 | -1 | -26 | 0
Cc1ccc2[nH]c(=O)c3cc(C(=O)NCCN4CCN(C)CC4)sc3c2c1 | -7 | -10 | 5 | -29 | 4 | . | -1 | -1 | -6
COc1ccc(NC(=O)C(Cc2ccccc2)NC(=O)c2ccco2)cc1OC (configuration not stated) | -2 | -18 | -18 | -21 | 20 | -0.16 | 0 | -28 | 13
COc1ccc(N2CCN(CCNC(=O)C3CCN(S(=O)(=O)c4cccs4)CC3)CC2)cc1 | 1 | -2 | 13 | -2 | -25 | 1.8 | -3 | -5 | -15
CCOC(=O)Cc1csc(NC(=O)CSc2nnc(Cc3csc(N)n3)n2C)n1 | 0 | 8 | -2 | -7 | 17 | 0.02 | -6 | -46 | -2
Cc1c(Br)cc(C(=O)N2CCCCCC2)c(C)c1C | -1 | 9 | -6 | -25 | 12 | -1.5 | -12 | -22 | 6
O=C(NCCc1csc(-c2cccnc2)n1)c1ccccc1 | -6 | 4 | 14 | -12 | 6 | . | -1 | -23 | -15
CCc1ccc2oc(=O)cc(CN3CCN(CCO)CC3)c2c1 | 6 | -6 | -6 | 16 | 6 | -1 | 16 | 11 | 6
CCN(CC)S(=O)(=O)c1ccc(NC(=O)CN(c2cccc(F)c2)S(C)(=O)=O)cc1 | -1 | 4 | -5 | -42 | -10 | -0.47 | -5 | -7 | 7
O=C(NCc1cccs1)C1CC(c2ccccc2O)=NO1 (configuration not stated) | 2 | 6 | -12 | 32 | -14 | 0.8 | -9 | -8 | 14
Cc1ccc(C(=O)Nc2cccc(C(=O)O)c2)cc1S(=O)(=O)N1CCOCC1 | 0 | 0 | 4 | -32 | -12 | -0.12 | -2 | -4 | -7
COc1ccc(OC)c(C2CC(=O)N3CN(c4cccc(Cl)c4)CSC3=C2C#N)c1 (configuration not stated) | 0 | 13 | 4 | 0 | -12 | . | 4 | -2 | -7
O=S(CC(O)COCc1ccc(Cl)cc1)c1ccccn1 (configuration not stated) | -1 | 12 | 0 | -58 | 3 | -0.21 | -4 | -4 | -1
CCOc1nc(Nc2ccc(OC)c(Cl)c2)nc(N2CCN(c3ccc(OC)cc3)CC2)n1 | 3 | -20 | 2 | -1 | . | -2.2 | 3 | -37 | -1
Cc1nc(N2CCN(C)CC2)c2sc(=S)n(C)c2n1 | 7 | 5 | 5 | 6 | -8 | . | 7 | 4 | -7
Cc1nn(C)c(C)c1S(=O)(=O)N1CCC(C(=O)NC2CCCc3ccccc32)CC1 (configuration not stated) | -5 | 24 | -1 | 5 | 19 | . | -6 | -68 | -2
CCOC(=O)c1ccc(CNC(=O)CSc2nc(NC(=O)c3ccccc3)c3c(C)c(C)oc3n2)cc1 | 0 | 1 | 4 | 0 | 4 | 0.84 | 7[fluorescence artefact?] | 2 | -4
COc1ccc(-n2nnnc2SCC(=O)Nc2nnn(C)n2)cc1 | -2 | -14 | 4 | 1 | 4 | 0.97 | -9 | -42 | -1
CCC(C)(C)n1nnnc1C(c1ccc(OC)c(OC)c1)N1CCN(c2ccccc2)CC1 (configuration not stated) | 0 | 2 | 3 | -36 | -1 | -0.18 | 1 | -6 | -6
CCCCNC(=O)C(=O)NC(C)CCc1ccccc1 (configuration not stated) | 0 | 17 | 5 | -5 | 23 | -0.28 | . | -24 | -2
Cc1oc(-c2ccccc2F)nc1CS(=O)(=O)CC(=O)N1CCN(c2ccccc2)CC1 | -4 | -9 | 2 | 4 | 8 | . | -6 | -8 | -3
CN1C(=O)NC(c2ccccc2)C2=C1CN(Cc1ccccc1)C2=O (configuration not stated) | 1 | -15 | 5 | 10 | -3 | . | -8[fluorescence artefact?] | -11 | -1
CCOC(=O)CC(=O)CSc1nc2ccc(C)cc2cc1C#N | 6 | 12 | 8 | 4 | 0 | -0.42 | 6 | -19 | -10
N#Cc1ccc(C(=O)Nc2ccc(S(=O)(=O)NC3=NCCCCC3)cc2)cc1 | 3 | 25 | -4 | -4 | 1 | 0.77 | -9 | -11 | 5
COc1cc(Nc2nc(SCC#N)nc3ccccc23)cc(OC)c1OC | 0 | -31 | 9 | -12 | 24 | -0.13 | 2 | -22 | -12
Cc1ccccc1CN1CCN(CC(=O)NCc2ccccn2)C1=O | -1 | 10 | -1 | -51 | 1 | . | -3 | -17 | 1
COC(=O)c1ccc2c(c1O)C(=O)c1ccccc1C2=O | 9 | 39 | -48 | -9 | 5 | -0.97 | . | -6 | 46*
Cn1cnnc1SC1CCCCC1NS(=O)(=O)c1ccccc1 (configuration not stated) | 2 | 6 | -5 | . | 0 | 0.77 | 0 | -14 | 2
N#CCCSCc1ccc2oc(C(=O)O)cc2c1 | -7 | 18 | -1 | 1 | 0 | 2.1 | -5 | -10 | -2
CN(C1CCS(=O)(=O)C1)S(=O)C12CC3CC(CC(C3)C1)C2 (configuration not stated) | -1 | 1 | 4 | -133 | -2 | 0.36 | -4 | -20 | -5
O=C1CC(=O)N(CCc2ccc(F)cc2)C(=O)N1 | -1 | -14 | -18 | -10 | -6 | -0.09 | -3 | -7 | 14
C/C(=N/OCC(=O)Nc1ccccc1)c1cccs1 | -1 | 6 | 7 | -3 | 20 | 0.26 | . | 2 | -5
O=S1(=O)N=CN(Cc2cccc(F)c2)c2ccccc21 | 1 | 3 | 2 | -24 | 15 | 0 | 5[fluorescence artefact?] | -24 | -4
CCN(c1ccc(C)c(C)c1)S(=O)(=O)c1ccc2c(c1)CCN2C(=O)CCC(=O)O | 7 | 21 | 4 | -12 | . | 0.52 | 4[fluorescence artefact?] | -26 | 0
CCc1ccc(NC(=O)N(Cc2cccnc2)Cc2ccco2)cc1 | 1 | 14 | -2 | 0 | 8 | -0.34 | 0 | -9 | 3
COCn1c(=O)c2c(nc(SC3=NCCS3)n2Cc2ccccc2C)n(COC)c1=O | 5 | -6 | 2 | -26 | -2 | 0.11 | . | 1 | 1

Brought forward from above: 2 compounds, followed by the next part.
SMILES | FAK blocker | VCAM1 TNFa inh | LYP inh 2 | HUVEC tox IL1B | cytoskel mod | PTK2B oligo ant | ERa SRC1 inh | TNFa cytotox | LYP act
CCc1ccc(NC(=O)N(Cc2cccnc2)Cc2ccco2)cc1 | 1 | 14 | -2 | 0 | 8 | -0.34 | 0 | -9 | 3
COCn1c(=O)c2c(nc(SC3=NCCS3)n2Cc2ccccc2C)n(COC)c1=O | 5 | -6 | 2 | -26 | -2 | 0.11 | . | 1 | 1
CCC(=O)N1CCc2cc(S(=O)(=O)NCCC(=O)NC3CCCc4ccccc43)ccc21 (configuration not stated) | -1 | -11 | -12 | -17 | -9 | -0.14 | 3 | 6 | 9
Cc1[nH]c2ccc(Br)cc2c(=O)c1CN1CCOCC1 | -1 | 0 | -9 | -24 | -19 | 0.68 | 0 | -7 | 8
C(=N/n1c2ccccc2c2ccccc21)/c1ccco1 | 0 | 19 | -8 | -26 | -2 | -0.28 | . | . | 5
O=C(COC(=O)c1ccc[nH]c1=O)NCC1CCCO1 (configuration not stated) | -1 | -4 | 5 | -2 | -15 | 0.53 | 1 | -6 | -10
O=C(c1cc(C2CC2)nc2ccc(Br)cc12)N1N=C(C(F)F)CC1(O)C(F)F (configuration not stated) | 2 | -9 | -5 | 3 | -14 | -3.3* | 12 | -8 | 4

Three structures out of the list, ordered by length of the SMILES, highest first:
SMILES | FAK blocker | VCAM1 TNFa inh | LYP inh 2 | HUVEC tox IL1B | cytoskel mod | PTK2B oligo ant | ERa SRC1 inh | TNFa cytotox | LYP act
O=C(c1cc(C2CC2)nc2ccc(Br)cc12)N1N=C(C(F)F)CC1(O)C(F)F (configuration not stated) | 2 | -9 | -5 | 3 | -14 | -3.3* | 12 | -8 | 4
COCn1c(=O)c2c(nc(SC3=NCCS3)n2Cc2ccccc2C)n(COC)c1=O | 5 | -6 | 2 | -26 | -2 | 0.11 | . | 1 | 1
Cc1[nH]c2ccc(Br)cc2c(=O)c1CN1CCOCC1 | -1 | 0 | -9 | -24 | -19 | 0.68 | 0 | -7 | 8
